MC4R antag cAMP: blocks human MC4R cAMP signaling; inhibition, % at 6.5 µM; 0.48% of 360,000 active; P32245; MC4R-expressing cells, MTII-stimulated cAMP, LANCE TR-FRET; AID 540295;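 active = inhibition above its plate's cutoff, the mean of tested wells on that plate plus 3 SD, cut at about 29% in these data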;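 note: 0% = Melanotan II alone and 100% = Melanotan II plus saturating MCL0020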
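Assay system: U2OS-MC4R stable cell line; Also added: Melanotan II; Technique: Eu-cAMP/anti-cAMP TR-FRET, emission 671 nm; Times: 30-min compound, 1-h challenge, 1-h detection, room temperature.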
N-glyco inh: blocks N-linked glycosylation in D54 reporter cells | D54 ERlucT glycosylation luciferase reporter, 24 h; percent of 100 nM tunicamycin response | reporter increase, % at 12.5 µM | 0.23% of 360,000 active;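 active = mean luciferase reporter signal, scaled so untreated is 0 and the glycosylation-blocking control 100, at or above a set limit in every replicate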;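 note: luciferase carries N-glycosylation sites so blocking glycosylation raises the light; 0% = median of neutral control wells and 100% = median of 100 nM tunicamycin wells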
aDG glyco act: alpha-DG glycosylation activation; activation, % at 10 µM; 0.22% of 360,000 active; Pro5-aDG cells, alpha-DG glycosylation AlphaScreen (IIH6); 0% Pro5, 100% B10-LARGE cell signal; AID 624168;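 active = activation of at least 8% versus controls, or a plate z-score of at least 8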;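 note: Pro5 are CHO cells carrying HIG-tagged alpha-DG that lacks glycosylation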
TLR9-MyD88 inh: TLR9-MyD88 interaction inhibition; Q9NR96+Q99836; CHO BLA complementation TLR9-MyD88, CCF4 FRET ratio; inhibition, % at 4.98 µM; 0.21% of 340,000 active; AID 504734;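 active = inhibition above the mean over all tested compounds plus 3 SD, cut at about 21% in these data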;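 note: 0% = DMSO only wells and 100% = clavulanate BLA inhibitor control wells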
NOD2 RIPK2 PPI: inhibitors of human NOD2-RIPK2 interaction | O43353 | CHO BLA complementation NOD2-RIPK2, CCF4 ratio | inhibition, % at 4.98 µM | 0.38% of 360,000 active; in the data active = inhibition above about 21%;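 note: 0% = vehicle only and 100% = reference blocker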
MC4R ag barr: activates human MC4R beta-arrestin recruitment; P32245; U2OS MC4R beta-arrestin complementation, luminescence; percent of melanotan II response, DMSO zero; activation, % at 8.9 µM; 0.98% of 360,000 active; AID 540308;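 active = activation above a per-plate cutoff, the mean activation of sample wells on that plate plus 3 SD, cut at about 8% in these data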
Vif imaging: inhibitors of HIV Vif; inhibition, % at 7.49 µM; AID 602346; HEK293T cells, Vif self-association by quenched fluorescence, imaging, 24 h; 0.35% of 340,000 active; in the data active = inhibition above about 50%, passing the limit was not always enough; note: some results filed as inactive read as strong as hits
Exocytosis inh: lytic granule exocytosis inhibition; inhibition, % at 10 µM; 0.66% of 360,000 active; TALL-104 LAMP-1 surface exposure, flow cytometry; cells stimulated with thapsigargin and PMA; AID 651702;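 active = inhibition above about 55%, limit read from the data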
ABCB6 inh MLPCN: inhibitors of human ABC transporter ABCB6; Q9NP58; K562-ABCB6 porphyrin accumulation, flow cytometry, 1 h; stronger effect = lower value; fluorescence ratio to DMSO, % at 10 µM; 0.19% of 360,000 active; AID 602162;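 active = fluorescence ratio to DMSO below 75%, the collection mean minus 3 SD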;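 note: signal is porphyrin accumulated inside mitochondria; 100% equals median channel fluorescence of DMSO control wells; lower ratio means ABCB6 inhibition with less porphyrin fluorescence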
Target sequence (Q9NP58 whole entry, looked up): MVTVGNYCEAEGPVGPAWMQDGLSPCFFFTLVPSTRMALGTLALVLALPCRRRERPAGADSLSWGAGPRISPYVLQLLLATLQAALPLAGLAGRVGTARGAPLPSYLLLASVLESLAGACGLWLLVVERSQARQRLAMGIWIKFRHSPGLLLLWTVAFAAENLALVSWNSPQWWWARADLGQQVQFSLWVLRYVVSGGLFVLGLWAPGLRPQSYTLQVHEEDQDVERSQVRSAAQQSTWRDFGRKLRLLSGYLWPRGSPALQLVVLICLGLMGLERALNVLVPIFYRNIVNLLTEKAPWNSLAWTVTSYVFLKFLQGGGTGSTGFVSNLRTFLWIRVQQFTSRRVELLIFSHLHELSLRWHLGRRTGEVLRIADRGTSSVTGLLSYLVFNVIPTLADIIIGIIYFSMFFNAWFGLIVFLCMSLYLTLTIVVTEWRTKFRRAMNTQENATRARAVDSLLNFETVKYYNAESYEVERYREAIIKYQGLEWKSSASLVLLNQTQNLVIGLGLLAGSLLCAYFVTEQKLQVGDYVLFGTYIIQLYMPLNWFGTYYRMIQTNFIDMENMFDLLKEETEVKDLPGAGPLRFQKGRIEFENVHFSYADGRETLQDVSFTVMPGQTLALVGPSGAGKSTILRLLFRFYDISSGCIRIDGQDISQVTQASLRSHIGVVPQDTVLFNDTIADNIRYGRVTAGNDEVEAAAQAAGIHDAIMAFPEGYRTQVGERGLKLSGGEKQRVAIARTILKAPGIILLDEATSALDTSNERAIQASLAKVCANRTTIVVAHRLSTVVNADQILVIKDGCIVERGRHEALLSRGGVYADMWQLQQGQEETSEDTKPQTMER
ABHD5-PLIN5 inh: inhibitors of human ABHD5-perilipin-5 interaction. Split G. princeps luciferase complementation, luminescence, 4 h. inhibition, % at 4 µM. 0.78% of 360,000 active. AID 602281;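 active = inhibition above the mean inhibition across every tested compound plus 3 SD, cut at about 22% in these data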;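 note: 0% = DMSO only wells and the 100% control is not disclosed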
Starred values were filed as active, the others as inactive; / = not tested or not shown; & = joins results of further samples. Some of the compounds tested, so the mix of outcomes need not match the whole.

MC4R antag cAMP,ABHD5-PLIN5 inh,aDG glyco act,MC4R ag barr,N-glyco inh,Vif imaging,Exocytosis inh,NOD2 RIPK2 PPI,TLR9-MyD88 inh,ABCB6 inh MLPCN,Structure
-6.0,33.7*,-0.3,-2.9,5.0,-2.8,1.3,7.6,12.8,98.0,CC1C(=O)NN=C1C(=O)N/N=C\C(Br)=C\c1ccccc1 (stereo not given)
-0.7,5.2,0.3,-1.1,0.4,-0.7,-4.9,-0.2,/,99.0,CCOC(=O)C1(C)CCN1C(=O)c1csnn1 (stereo not given)
5.1,5.6,-0.2,2.5,0.3,0.6,2.1,-2.6,13.8,93.0,O=C1Cc2cc(S(=O)(=O)N3CCN(c4cccc(Cl)c4)CC3)ccc2N1
12.7,1.7,-0.2,-1.3,3.0,-8.9,-2.2,-1.4,-9.9,/,O=S(=O)(NCc1ccco1)N1CCCCCC1
4.6,4.5,-0.1,-1.3,0.7,-3.7,-7.7,-6.4,-4.0,100.0,COc1ccc(C(=O)N2CCc3cc(OC)c(OC)cc3C2c2ccc(OC)c(OC)c2)cc1 (stereo not given)
2.8,-2.3,0.1,-3.0,0.4,-0.4,-13.3,-6.3,10.0,94.0,Cc1ccc(S(=O)(=O)N2CCCC2)cc1C(=O)NC1CCCCC1
4.2,12.6,-0.1,0.3,0.5,1.2,-6.3,-7.2,4.8,120.0,c1ccc2c(c1)nc(N1CCOCC1)c1nnnn12
2.2,-12.4,0.0,-4.1,-6.7,-0.7,-2.3,2.6,/,104.0,COc1ccc(C(=O)NCCCc2ccccc2)cc1
3.0,1.6,-0.1,-1.4,2.3,-19.2,3.0,5.3,7.0,99.0,CC1CN(c2nn3c(=O)c4ccccc4nc3c3ccccc23)CC(C)O1 (stereo not given)
1.5,-1.9,-0.1,-1.3,-1.1,-3.0,-12.3,7.5,-2.0,98.0,CCc1nc2nc(C)c(NS(=O)(=O)c3cccs3)c(=O)n2[nH]1
/,-10.1,-0.4,/,-0.3,2.5,-2.6,3.4,/,98.0,O=C(NCCc1ccc(O)cc1)c1[nH]c(C(F)(F)F)nc1-c1ccccc1
0.8,3.3,0.3,-1.8,1.9,-0.1,1.8,3.1,5.6,96.0,CC(=O)c1ccc(N2CCN(C(=O)CCCn3c(=O)[nH]c4ccc(Br)cc4c3=O)CC2)cc1
-2.1,-7.5,0.2,-0.1,-2.1,-5.0,0.1,4.8,6.8,97.0,COc1ccc(NC(=O)CN(C)C(=O)CSCc2ccc(C)cc2)cc1
9.4,4.0,0.1,-0.4,1.5,2.7,1.7,0.3,-10.1,98.0,CCOc1ccccc1CN1C(=O)C2(OCCO2)c2ccccc21
5.2,-3.1,0.3,-1.0,-1.6,-7.3,-5.0,-2.5,-7.0,104.0,CSc1nc(-c2ccccc2)cc(C(F)(F)F)c1C#N

Continuation:
MC4R antag cAMP,ABHD5-PLIN5 inh,aDG glyco act,MC4R ag barr,N-glyco inh,Vif imaging,Exocytosis inh,NOD2 RIPK2 PPI,TLR9-MyD88 inh,ABCB6 inh MLPCN,Structure
-6.0,-2.2,0.3,-5.3,0.5,-5.8,1.6,-7.6,-13.8,108.0,COc1ccc(C(=O)NC(=S)NNC(=O)c2ccc(C)cc2)cc1
8.4,0.5,-0.1,-2.0,-2.9,-3.2,-0.9,5.2,4.6,88.0,COc1ccc(N2CCN(C(=O)NC34CC5CC(CC(C5)C3)C4)CC2)cc1
4.7,1.7,-0.5,-2.9,1.1,4.4,-0.1,-4.5,6.7,95.0,COCCCNC(=S)N1CCC(NC(=O)Nc2ccc(C)cc2)CC1
12.4,0.7,0.3,0.0,-2.1,-3.5,0.1,7.0,-5.9,96.0,CC(C)(Oc1ccc(Cl)cc1)C(=O)NCc1ccc(S(N)(=O)=O)cc1
1.7,11.1,-0.1,-2.4,0.5,0.7,-1.3,-6.8,5.1,102.0,CCc1ccc(NC(=O)COC(=O)Cn2cnc3ccccc32)cc1
0.7,-3.6,0.0,-1.1,3.8,-4.4,2.6,7.4,5.2,97.0,CC1(C)C(Cl)C(=O)C(C(=O)c2ccccc2)C(=O)C1Cl (stereo not given)
-4.0,-7.2,-0.3,-1.5,-0.6,-5.5,-12.3,7.0,9.4,92.0,O=C1C=C(/C=C/C2C=CC=CC2)C[C@@H](c2ccc(Cl)cc2)C1 (stereo not given in full)
8.9,2.4,-0.1,0.7,0.4,1.9,0.5,0.4,-47.1,87.0,CC(C)NC(=O)CC(=O)N/N=C/c1ccc(Br)cc1
-11.2,-7.1,-0.3,-1.6,2.6,1.2,-1.6,0.0,-3.8,149.0,O=C(O)c1c2c(nc3ccccc13)/C(=C/c1ccccc1[N+](=O)[O-])CCC2
8.2,7.5,0.0,0.2,1.7,-2.5,4.2,-9.7,8.7,99.0,O=C(O)c1cccc(OS(=O)(=O)c2cc(Br)ccc2Br)c1
11.5,2.9,-0.1,-3.2,0.9,-2.1,-3.6,-2.9,5.9,93.0,CN(c1ccccc1)S(=O)(=O)c1cccc(C(=O)NCCc2ccc(O)c(O)c2)c1
-1.2&18.4,-5.1&0.1,0.2&0.1,1.1&8.1,-1.1&-1.8,-5.1&9.4,-0.8&6.5,-7.1&-4.8,1.2&3.3,81.0&96.0,CCOC(=O)c1c(CN2CCCCC2)oc2ccc(OC)cc12
-0.4,0.2,-0.1,-1.1,3.5,-3.7,-0.2,9.4,-21.2,99.0,Cn1c(=O)c2c(nc3n2CC(COc2ccccc2)O3)n(C)c1=O (stereo not given)
4.1,-7.1,0.1,-1.4,2.5,4.2,8.6,3.0,-4.4,98.0,O=C(Nn1c(=O)[nH]c2ccccc2c1=O)c1ccco1
4.0,1.5,0.2,-0.6,-0.9,-2.7,-2.1,-6.6,4.3,96.0,NC(=O)c1ccsc1NC(=O)COC(=O)[C@@H]1CCCN1C(=O)c1cccs1

Going on with the list:
MC4R antag cAMP,ABHD5-PLIN5 inh,aDG glyco act,MC4R ag barr,N-glyco inh,Vif imaging,Exocytosis inh,NOD2 RIPK2 PPI,TLR9-MyD88 inh,ABCB6 inh MLPCN,Structure
4.7,0.7,1.1,-3.5,-0.5,-13.2,-6.5,7.4,6.1,108.0,CCC(=O)c1ccc(OCCn2cnc3ccccc32)cc1
1.6,-5.4,0.1,-1.9,-3.2,9.4,-5.3,7.0,-0.7,97.0,CC(C)(C)c1ccc(C(=O)NCc2nnc(SCC(=O)NC3CCCCC3)o2)cc1
6.8,-8.4,-0.2,0.8,1.1,-0.5,0.5,8.1,-5.2,97.0,CC(C)CC(NC(=O)C1CCC(C)CC1)C(=O)NCc1ccccn1 (stereo not given)
14.4,-2.4,0.2,4.1,-10.4,4.2,4.2,15.2,-3.5,101.0,O=C(N/N=C/c1ccc2cccnc2c1)c1ccco1
10.4,-3.1,5.4,3.0,2.2,-26.5,-1.4,-3.0,-2.8,105.0,Cc1ccc(NC(C)C(=O)N/N=C/c2ccc([N+](=O)[O-])s2)cc1 (stereo not given)
11.9,-7.9,0.1,-1.5,0.8,-1.9,10.0,1.2,-3.7,104.0,COc1cc(NC(=O)c2ccccc2[N+](=O)[O-])ccc1NC(=O)C(C)C
2.5,-3.5,-0.1,-1.6,4.3,/,3.3,-6.7,/,103.0,CCCS(=O)(=O)NC(=O)C1(C)CCN(C(=O)c2ccc(C(F)(F)F)nc2C)C1 (stereo not given)
-5.3,-5.0,-0.1,-2.5,0.2,-6.7,2.2,13.7,-6.4,106.0,c1csc(-c2cn3c(n2)SCC3)c1
14.8,-5.8,0.0,0.8,2.3,-5.2,-10.8,-4.9,2.3,104.0,Cn1c(C(=O)NCCN2CCOCC2)cc2c(=O)n3ccccc3nc21
9.1,-16.6,-0.2,0.1,2.9,/,-3.4,-1.9,11.1,97.0,CCc1cc(Cn2nc(-c3ccccc3)cc2C(=O)O)on1
5.2,5.2,-0.2,-1.6,-1.9,8.4,-1.2,-5.0,-11.3,98.0,COc1ccc(CCNC(=O)COc2ccc3c(C)cc(=O)oc3c2)cc1
6.4,-7.7,0.1,-0.2,-1.9,-1.2,2.4,-6.3,-1.3,108.0,CCCc1c(C(=O)Nc2cc(C)on2)cnn1-c1ccccc1
16.6,3.4,0.1,0.8,0.2,-1.2,-2.0,4.0,-4.2,92.0,C=C(C)C1CC=C(C)/C(=N/NC(=O)COc2ccc(C)cc2)C1 (stereo not given)
29.8*,13.7,0.0,3.1,0.3,10.5,-0.3,-16.6,0.4,99.0,COc1ccccc1NC(=O)CSc1nnnn1C1CCCCC1
-3.3,-0.1,-0.1,0.0,-1.0,17.4,-2.6,6.3,-47.5,99.0,O=C(CN1CCN(c2ccccn2)CC1)NC(=O)NC1CCCCC1

(more compounds)
MC4R antag cAMP,ABHD5-PLIN5 inh,aDG glyco act,MC4R ag barr,N-glyco inh,Vif imaging,Exocytosis inh,NOD2 RIPK2 PPI,TLR9-MyD88 inh,ABCB6 inh MLPCN,Structure
-1.8,-1.0,0.0,-1.5,1.5,-3.4,-1.5,-0.7,3.6,102.0,Cc1cc([N+](=O)[O-])nn1CCCC(=O)Nc1ccc2c(c1)OCO2
13.7,2.6,0.7,-0.2,-2.5,-4.7,3.4,-2.8,5.3,92.0,O=C(Nc1cccc(NC(=O)c2ncn[nH]2)c1)c1cccc(Cl)c1
-0.1,6.7,-0.1,-0.7,-0.4,3.2,0.3,-6.9,3.4,85.0,Cc1nc2sc(C(c3ccco3)N3CC(C)OC(C)C3)c(O)n2n1 (stereo not given)
11.6,-5.5,0.0,4.0,10.6,2.9,-7.7,-1.9,6.2,110.0,C/C(=N/NC(=O)COc1ccc(C(C)(C)C)cc1)c1ccc(N2CCOCC2)cc1
7.4,-1.8,-0.2,-1.4,1.5,-3.7,0.5,3.8,-17.3,98.0,Cc1c(C(=O)C(=O)NCc2ccco2)c2ccccc2n1C
1.1,2.6,-0.2,0.1,-0.9,-3.4,-5.9,-12.3,3.4,93.0,Cc1cc(C)n(CCN(C)C(=O)C2CCC(=O)N(CCc3cccc(F)c3)C2)n1 (stereo not given)
-4.2,-3.8,0.0,-0.9,-1.7,-7.8,4.9,0.9,-11.0,97.0,COc1ccc(/C=C(\NC(=O)c2ccco2)C(=O)N2CCCCC2)cc1
